# mHTT-CaM PPI inh = mutant huntingtin-calmodulin interaction inhibitors – biochemical, AlphaScreen, primary screen; P42858; AlphaScreen His-mHTT/GST-CaM binding, luminescence; inhibition, % at 15 µM; 190,000 tested, 3.6% active; AID 1671202, 2021;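 note: 0% = both proteins with DMSO and 100% = one protein alone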
# Target sequence (P42858 whole entry, looked up, stated change not applied): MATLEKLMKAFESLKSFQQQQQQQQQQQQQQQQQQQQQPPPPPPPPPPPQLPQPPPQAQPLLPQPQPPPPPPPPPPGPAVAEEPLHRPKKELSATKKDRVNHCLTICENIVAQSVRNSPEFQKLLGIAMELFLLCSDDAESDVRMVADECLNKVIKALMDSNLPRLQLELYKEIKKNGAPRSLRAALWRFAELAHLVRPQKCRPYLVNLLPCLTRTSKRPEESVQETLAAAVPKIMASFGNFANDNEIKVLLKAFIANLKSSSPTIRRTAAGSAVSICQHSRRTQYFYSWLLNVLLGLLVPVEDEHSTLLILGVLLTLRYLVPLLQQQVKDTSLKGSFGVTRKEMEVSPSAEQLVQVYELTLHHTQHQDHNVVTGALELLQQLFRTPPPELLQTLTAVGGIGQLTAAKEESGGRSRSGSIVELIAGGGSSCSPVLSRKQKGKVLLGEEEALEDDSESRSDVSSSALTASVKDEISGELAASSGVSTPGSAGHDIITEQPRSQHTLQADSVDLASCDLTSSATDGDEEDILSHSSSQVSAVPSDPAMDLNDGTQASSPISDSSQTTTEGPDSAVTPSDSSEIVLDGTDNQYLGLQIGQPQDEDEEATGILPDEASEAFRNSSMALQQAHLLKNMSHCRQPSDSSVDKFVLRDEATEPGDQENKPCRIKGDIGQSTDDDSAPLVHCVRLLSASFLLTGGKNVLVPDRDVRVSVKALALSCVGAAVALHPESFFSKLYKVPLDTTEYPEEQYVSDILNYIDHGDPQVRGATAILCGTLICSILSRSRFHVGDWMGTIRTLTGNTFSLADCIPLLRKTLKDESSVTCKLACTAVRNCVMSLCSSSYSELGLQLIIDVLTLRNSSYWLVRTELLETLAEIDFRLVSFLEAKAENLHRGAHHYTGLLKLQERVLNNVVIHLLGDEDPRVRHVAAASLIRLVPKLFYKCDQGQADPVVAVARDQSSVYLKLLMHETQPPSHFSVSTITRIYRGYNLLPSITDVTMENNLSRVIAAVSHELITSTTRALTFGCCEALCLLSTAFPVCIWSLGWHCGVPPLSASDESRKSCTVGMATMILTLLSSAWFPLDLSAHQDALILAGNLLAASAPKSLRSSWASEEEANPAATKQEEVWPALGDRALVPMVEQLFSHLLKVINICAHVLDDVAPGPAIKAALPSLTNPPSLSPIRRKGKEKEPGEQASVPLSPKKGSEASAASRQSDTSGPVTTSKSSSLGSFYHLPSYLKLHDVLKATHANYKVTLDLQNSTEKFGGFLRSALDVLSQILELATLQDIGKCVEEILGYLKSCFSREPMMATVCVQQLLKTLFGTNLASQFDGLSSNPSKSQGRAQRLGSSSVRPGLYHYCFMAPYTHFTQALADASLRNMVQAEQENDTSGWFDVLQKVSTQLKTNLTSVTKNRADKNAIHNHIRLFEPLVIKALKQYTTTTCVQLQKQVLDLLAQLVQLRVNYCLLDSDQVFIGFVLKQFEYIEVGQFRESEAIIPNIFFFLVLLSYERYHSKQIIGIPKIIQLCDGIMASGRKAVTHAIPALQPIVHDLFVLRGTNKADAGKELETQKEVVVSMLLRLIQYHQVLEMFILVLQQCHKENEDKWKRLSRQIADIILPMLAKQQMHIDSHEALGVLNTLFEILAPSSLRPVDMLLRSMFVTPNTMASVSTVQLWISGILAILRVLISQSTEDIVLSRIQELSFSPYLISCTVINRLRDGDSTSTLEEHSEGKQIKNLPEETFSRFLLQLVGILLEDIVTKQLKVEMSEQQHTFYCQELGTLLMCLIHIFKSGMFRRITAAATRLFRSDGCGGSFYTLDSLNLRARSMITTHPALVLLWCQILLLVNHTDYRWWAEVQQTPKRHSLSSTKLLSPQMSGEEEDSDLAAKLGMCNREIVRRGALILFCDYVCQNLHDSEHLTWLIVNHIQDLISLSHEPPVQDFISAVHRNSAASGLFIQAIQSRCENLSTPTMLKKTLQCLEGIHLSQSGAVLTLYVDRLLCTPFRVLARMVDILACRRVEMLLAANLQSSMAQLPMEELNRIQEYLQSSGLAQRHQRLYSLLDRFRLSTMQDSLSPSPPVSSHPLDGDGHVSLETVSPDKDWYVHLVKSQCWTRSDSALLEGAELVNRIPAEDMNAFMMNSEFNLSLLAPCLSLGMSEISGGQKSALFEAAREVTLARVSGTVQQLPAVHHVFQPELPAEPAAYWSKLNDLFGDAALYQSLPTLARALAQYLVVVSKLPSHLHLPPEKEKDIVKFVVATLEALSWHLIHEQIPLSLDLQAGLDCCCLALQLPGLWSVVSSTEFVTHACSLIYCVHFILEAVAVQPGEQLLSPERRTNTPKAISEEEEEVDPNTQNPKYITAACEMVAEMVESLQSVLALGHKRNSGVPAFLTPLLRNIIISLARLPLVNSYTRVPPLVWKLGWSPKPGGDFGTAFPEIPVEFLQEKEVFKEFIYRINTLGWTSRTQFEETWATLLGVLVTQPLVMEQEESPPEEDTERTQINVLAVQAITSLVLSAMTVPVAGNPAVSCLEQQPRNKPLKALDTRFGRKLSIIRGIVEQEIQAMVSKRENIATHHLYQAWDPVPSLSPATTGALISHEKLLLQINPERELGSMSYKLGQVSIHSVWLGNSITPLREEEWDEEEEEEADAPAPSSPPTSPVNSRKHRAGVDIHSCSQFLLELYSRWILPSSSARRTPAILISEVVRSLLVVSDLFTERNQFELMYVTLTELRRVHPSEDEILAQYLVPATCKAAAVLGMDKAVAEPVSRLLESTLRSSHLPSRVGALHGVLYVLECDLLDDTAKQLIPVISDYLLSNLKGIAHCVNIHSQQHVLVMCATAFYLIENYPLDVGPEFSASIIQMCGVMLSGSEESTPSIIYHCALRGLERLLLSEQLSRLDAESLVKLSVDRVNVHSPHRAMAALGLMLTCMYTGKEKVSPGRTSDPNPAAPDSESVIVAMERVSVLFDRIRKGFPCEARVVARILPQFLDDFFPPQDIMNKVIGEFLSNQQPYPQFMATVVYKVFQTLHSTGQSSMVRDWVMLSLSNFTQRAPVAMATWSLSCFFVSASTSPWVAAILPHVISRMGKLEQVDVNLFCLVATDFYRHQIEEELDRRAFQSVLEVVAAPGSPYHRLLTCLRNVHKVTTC
# Pf apPOL inh = Pf-apPOL inhibitors, biochemical, fluorescence; Plasmodium falciparum apicoplast DNA polymerase (apPOL); Recombinant Pf-apPOL, molecular beacon fluorescence, 1.5 h; inhibition, % at 10 µM; 210,000 tested, 0.25% active; AID 1794808, 2022
# Numbers without * were called inactive; i = inactive; . = no result given; & = joins results of further samples. Cut-off read from the data, not from the text of the source: active = inhibition above about 50%; inactive = the rest.
SMILES,mHTT-CaM PPI inh,Pf apPOL inh
COC(=O)Nc1ccc(OCC(=O)N2CCOCC2)cc1,-8.7,-12.4
Oc1oc(-c2ccccc2Br)nc1C=Nc1ccc(Cl)cn1,3.0,-1.2
Brc1ccc(-c2csc3c4ncnc-4ncn23)cc1,-1.0,29.1
Cc1ccc(NC(=O)c2ccc(SCCN3CCCCC3)nc2)cc1F,2.4,-4.7
CCOc1ccccc1CNC(=O)C(C)C1CCN(S(=O)(=O)c2c(C)noc2C)CC1 (configuration not stated),4.7,-0.7
CCOc1ccc(S(=O)(=O)Nc2cc(F)ccc2F)c2cccnc12,8.0,-4.8
CN(C)C(=O)c1cc2c(s1)CCC(C(=O)NCc1ccccn1)C2 (configuration not stated),-0.1,-9.4
CCc1ccc(OCCCOc2ccc(/C=C3/C(=N)N4C=CSC4=NC3=O)cc2OC)cc1,7.0,1.5
COc1cc(OC)cc(C(=O)N2CC3CC(NC(=O)c4cccnc4)C2C3)c1 (configuration not stated),4.2,-2.9
CCN1C(=O)C(C)(C)COc2cc(NC(=O)C34CC5CC(CC(C5)C3)C4)ccc21,16.6,-2.8
CCc1ccc(C(=O)N2CCc3c(c(-c4nc(C)no4)nn3C)C2)cc1,-0.7,0.0
CC(C)OCCCNC(=O)CN1C(=O)/C(=C/c2ccc(C(F)(F)F)cc2)Sc2ccccc21,13.0,10.0
COc1ccc(C=Nc2ccc3c(c2)nc(C)n3C)cc1,6.0,69.0*
Cn1nc(C(=O)NCc2ccc(F)cc2)c2c1CCN(C(=O)c1ccccc1Cl)C2,55.1*,-6.7
CCOC(=O)Cc1csc(NC(=O)Cn2cnc(-c3ccc(OC)cc3)cc2=O)n1,-9.3,3.2
CCc1ccc(S(=O)(=O)N2CCSC2c2ccc(OC)c(Br)c2)cc1 (configuration not stated),-14.0,-2.9
CC1CCc2c(cnc3c(C(=O)NCc4cccc(Cl)c4)cnn23)C1 (configuration not stated),-1.9,-3.3
C=CCOC(=O)COc1ccc2oc(=O)cc(-c3cc4cccc(OC)c4o3)c2c1,0.7,0.2
O=C(NCc1ccc(F)cc1)c1cncc(-c2cccc(C(F)(F)F)c2)c1,-10.3,0.7
O=C(Cc1cccc(F)c1)N1CCCN(c2ncccc2-c2nc(C3CC3)no2)CC1,-3.2,-4.1
CCc1nc(C)nc(N2CCN(S(C)(=O)=O)CC2)c1Cc1ccc(F)cc1,-1.1,-4.0
COc1ccc(Cl)cc1N1C(=O)/C(=C/c2ccc([N+](=O)[O-])cc2)N=C1C,25.0,10.9
COc1ccccc1CNC(=O)CN(c1cc(C(F)(F)F)ccc1Cl)S(C)(=O)=O,-2.0,-0.5
Cc1cc(C(c2cc(C)c(N)c(C)c2)c2ccco2)cc(C)c1N,46.0&33.0,-3.0&-5.1
Nc1nc(CSc2nnnn2-c2ccccc2)nc(Nc2ccccc2)n1,21.3,-6.3
Cc1ccc(-c2nc(C)c(C(=O)N3CCC(CC(=O)N4CCOCC4)CC3)s2)cc1,3.6,-6.2
O=C(Cc1ccc(Cl)cc1)NCC(=O)N1CCOC(c2ccccc2)C1 (configuration not stated),0.1,-7.6
COc1ccc(C2CC(=O)C3=C(C2)Nc2ccccc2NC3c2cccc(O)c2)cc1OC (configuration not stated),10.0,-1.1
COc1ccc(C(=O)Nc2cccc(F)c2)cc1OC,-7.9,1.6
O=C(O)c1ccc2nc(-c3cccc(-c4nc5ccc(C(=O)O)cc5[nH]4)c3)[nH]c2c1,.,20.5
CC1CCCCN1C(=O)CSc1nc2cc3c(cc2c(=O)n1Cc1ccco1)OCO3 (configuration not stated),2.0,2.2
Cc1csc(C(=O)NCC2CCN(C(=O)COc3ccccc3)CC2)c1,-9.4,-11.5
CN(CC(=O)Nc1ccc(F)c(Cl)c1)S(=O)(=O)c1ccc2[nH]c3c(c2c1)CCCC3,65.9*,-6.6
Cn1cc(C(=O)Nc2ccc(F)c(Cl)c2)c2c3ccccc3n(C)c2c1=O,2.0,-3.8
NC(=O)C1CCN(C(=O)CSCc2ccc(Cl)cc2)CC1,-1.5,1.3
CC1CCCCN1C(=O)c1cccs1 (configuration not stated),-2.5,0.8
Cc1cc2nc3c(nc2cc1Cl)-c1ccccc1C3=O,7.0,-2.5
Cn1nc(CC(=O)Nc2ccccc2C(=O)O)c2ccccc2c1=O,-1.0&-5.3,6.6&-3.7
CCc1nnc2ccc(-c3noc(-c4ccccc4C)n3)cn12,-5.1,-1.7
CCOC(=O)N1CCN(c2ccccc2)CC1,1.6,0.6
COc1ccc(NC(=O)C[N+]23CC[N+](CC(=O)Nc4ccc(OC)cc4)(CC2)CC3)cc1,0.6,7.9
O=C(N1CCN(c2ccccn2)CC1)C(Cl)(Cl)Cl,-6.8,-1.9
CCCOc1ccc(-c2ccc(C(=O)O)cc2)cc1,-2.7,-2.1
COc1ccccc1-c1c(C)nn2c(-n3nc(C)cc3C)cc(C)nc12,-9.8,-1.1
CCOC(=O)c1noc(-c2cccc([N+](=O)[O-])c2)c1C#N,.,-10.8
Cc1ccc(C2=Nc3cccnc3N(CC(=O)Nc3ccc(C)c(C)c3)C(=O)C2)cc1,8.9,0.8
COc1cccc(C2=NOC(C(=O)Nc3ccc4c(c3)OCO4)C2)c1OC (configuration not stated),6.4,-2.3
CC1=C(C(=O)Nc2ccccc2F)C(c2cccc(Br)c2)C2=C(CCCC2=O)N1 (configuration not stated),-2.0,-5.5
Cc1cc(C)nc(NS(=O)(=O)c2c(C)[nH]c(=O)[nH]c2=O)n1,-1.0,-1.7
O=S1(=O)N=C(Nc2cccc3c(O)cccc23)c2ccccc21,4.0,.
# Later entries:
SMILES,mHTT-CaM PPI inh,Pf apPOL inh
COc1ccc(Cl)cc1NC(=O)CN1CCN(S(=O)(=O)N(C)C)CC1,-5.6,-11.3
O=C(CSCc1c(F)cccc1Cl)c1ccc2c(c1)OCCO2,.,-10.6
COc1ccc(OCC(=O)NCCC2CCN(C(=O)c3ccc(F)cc3)CC2)cc1,7.1,3.1
O=[N+]([O-])c1cc(C=Nc2ccc3c(c2)OCCO3)ccc1Br,33.0,-3.2
Clc1ccc(OCCCc2nc(-c3ccccn3)no2)c(Cl)c1,6.0,-10.3
CCOc1ccc(NC(=O)C2CCN(S(=O)(=O)c3ccc(Br)s3)CC2)cc1,0.0,1.9
O=C(NC1CC2CC1N(C(=O)Cc1ccsc1)C2)c1cccnc1 (configuration not stated),-0.6,-2.9
Cc1cc(C(=O)Nc2ccc(F)cc2F)ccc1[N+](=O)[O-],5.2,-6.1
O=C(CSc1n[nH]c(=O)n1C1Cc2ccccc2C1)c1csc2ccccc12,.,-6.2
O=C(NCc1ccco1)C1CCCN(c2nnc3ccc(C(F)(F)F)cn23)C1 (configuration not stated),17.8,4.5

# Given field by field: entries from further up
> O=C(NC1CC2CC1N(C(=O)Cc1ccsc1)C2)c1cccnc1 (configuration not stated)
  mHTT-CaM PPI inh: -0.6
  Pf apPOL inh: -2.9
> Cc1cc(C(=O)Nc2ccc(F)cc2F)ccc1[N+](=O)[O-]
  mHTT-CaM PPI inh: 5.2
  Pf apPOL inh: -6.1

# Next records follow.
SMILES,mHTT-CaM PPI inh,Pf apPOL inh
CCn1c(SCC(=O)Nc2c(C#N)cnn2-c2ccccc2)nnc1-c1cccs1,.,-4.8
N#CCCN(CCc1ccccc1)S(=O)(=O)c1cccc2nsnc12,-3.3,-7.3
CCC1CCCCN1C/C=C/c1ccc(N(C)C)cc1 (configuration not stated),67.5*,-7.1
CCN1CCN(C(=O)c2ccccc2N2CCC(NC(=O)C3CCCC3)CC2)CC1,7.3,-2.8
N#CCCN(Cc1ccncc1)C(=O)c1sc2ccccc2c1Cl,.,-12.3
CC(C)Cn1c(=O)c(N2CCN(C(=O)Cc3cccs3)CC2)nc2ccncc21,1.8,-3.3
O=C(C1COCC(=O)N1Cc1ccccc1)N1CCN(c2ncccn2)CC1 (configuration not stated),-7.7,2.4
Cc1nn(C)cc1CN(C)C(=O)c1cc2c(s1)CN(C1CC1)C2,16.1,-1.1
COc1cccc(C2NC(=O)N(C)C3=C2C(=O)N(C2CC2)C3)c1 (configuration not stated),2.7,2.6
CS(=O)(=O)NC1CCCN(c2cc(N3CCCC3)ncn2)C1 (configuration not stated),1.8,-1.1
COc1ccc(C2c3c(oc4ccc(Br)cc4c3=O)C(=O)N2C)cc1OC (configuration not stated),-7.0&-3.4,-11.3&-12.5
Cc1cccc(OCC(=O)N2CCC(COc3ccc(C(=O)N4CCCC4)cc3)CC2)c1,5.0,-1.4
CCC(=O)N1CCC(c2nc(C(=O)N(C)C)c(C)o2)CC1,-13.8,0.8
Cc1ccnc(NC(=O)c2nn3c(C(F)(F)F)cc(-c4ccco4)nc3c2Br)c1,14.0,4.2
CCCn1cc(S(=O)(=O)NCc2cccc(Cl)c2)c2cccnc21,14.2,10.0
COc1cccc2c1OC1=C(C2)C(=O)CC(C)(C)C1,.,-5.1
CCOc1ccc(NC(=O)C2CCN(c3cc(C(=O)N4CCCC4)ccn3)CC2)cc1,6.9,3.7
CC1(C)CC(=O)C2=C(C1)OC(N)=C(C#N)C21C(=O)Nc2ccc(Cl)cc21 (configuration not stated),1.0,-1.1
COc1cc(C(=O)Nc2ccccc2SCCC#N)cc(OC)c1OC,.,-6.1
COc1ccccc1C(=O)N1CCN=C1N1CCCC1,-5.2,-0.6
Cc1ccc(C)c(S(=O)(=O)N=C2C=CC(=O)c3ccccc32)c1,96.0*,-2.7
CCS(=O)(=O)N1CCc2ccc(NC(=O)c3c(F)cccc3Cl)cc2C1,-0.5,-4.5
CC(C)(C)C(O)CCNC(=O)c1cccc(Cl)c1 (configuration not stated),-10.8,-5.7
Cc1ccc2c(c1)N(Cc1ccccc1)N=C(C(=O)N1CCCC1)S2(=O)=O,8.9,-3.7
O=C(NCCc1ccccc1)C1CC(c2c(F)cccc2Cl)=NO1 (configuration not stated),-0.1,-3.3
Cc1nc2ccccn2c1-c1ccn[nH]1,.,-11.1
CCOc1ncccc1C(=O)N1CCN(c2ccc(-c3ccc(OC)c(OC)c3)nn2)CC1,-2.5,-6.4
COc1ccccc1NC(=O)CN1CCC(c2nc(-c3ccccc3Cl)no2)CC1,-6.9,-8.1
Cc1ccc(S(=O)(=O)NC(C)C2C3CC4CC(C3)CC2C4)c(C)c1 (configuration not stated),-5.0&-6.0,-4.3&-5.8
CC1(C)CC(=O)c2c(C(=O)O)coc2C1,-4.9,-0.7
NC1=NC(=O)C(CC(=O)Nc2ccc(Oc3ccc(Cl)cc3)cc2)S1 (configuration not stated),10.0,-1.2
Cc1cccc(C)c1NC(=O)C(c1ccc(N(C)C)cc1)N1C(=O)CC1c1ccco1 (configuration not stated),8.0,-3.4
CN(C)c1ccc2nsnc2c1[N+](=O)[O-],.,0.0
COc1ccc2nc(N3CCCC(C(=O)NCc4ccc(C)cc4)C3)sc2c1 (configuration not stated),3.0,-8.7
N#CCSC1=Nc2ccccc2C2=NC(CCC(=O)NCc3ccc(F)cc3)C(=O)N12 (configuration not stated),-3.0,-5.3
COCCCNC(=O)c1cc2c(=O)n3ccccc3nc2n(C(C)C)c1=N,-4.0,-1.9
CCCCOC(=O)Nc1ccc(S(=O)(=O)Nc2nccs2)cc1,5.7,1.4
Cc1ccc(-c2nc(-c3ccncc3)n[nH]2)c([N+](=O)[O-])c1,.,-1.3
COC(=O)c1ccc(C=C2Oc3cc(OCC(=O)c4ccc(OC)cc4)ccc3C2=O)cc1,-4.8,-4.0
CN1C(=O)C2(CCN(C(=O)c3ccccc3F)C2)c2ccccc21 (configuration not stated),5.6,-3.8
COc1ccccc1N1CCN(c2ncc3c(n2)CCN(Cc2cccc(C)c2)C3)CC1,6.6,-4.2
Cc1nc(C)c(C(=O)Nc2c(C)nc3c(C)cccn3c2=O)s1,-21.3,-6.5
CCOC(=O)C1CCc2sc(NC(=O)c3cccc(-n4cnnn4)c3)nc21 (configuration not stated),4.0,14.8
CCOc1ccccc1NC(=O)c1cc(C(C)(C)C)oc1C,-13.4,8.5
Cc1cc(C(=O)Nc2csc(-c3ccc(Cl)cc3)c2)c(C)o1,.,-6.1
O=C(Cc1ccc(F)cc1)N1CCCC(OCc2nc(C3CC3)no2)C1 (configuration not stated),-3.1,1.2
Cc1ccc(-c2nc(N)sc2C)c(C)c1,7.8,-2.3
COc1ccc(Cc2nnc(NC(=O)c3ccc([N+](=O)[O-])cc3)s2)cc1,0.5,4.5
O=C(O)c1nn(Cn2cccn2)cc1Cl,-6.2,.
CCCCN(CC)S(=O)(=O)Cc1ccccc1,-1.9,-5.1

# Ordered by SMILES length (rising): 5 of the compounds above
SMILES,mHTT-CaM PPI inh,Pf apPOL inh
Cn1nc(CC(=O)Nc2ccccc2C(=O)O)c2ccccc2c1=O,-1.0&-5.3,6.6&-3.7
Cc1nc(C)c(C(=O)Nc2c(C)nc3c(C)cccn3c2=O)s1,-21.3,-6.5
Cn1cc(C(=O)Nc2ccc(F)c(Cl)c2)c2c3ccccc3n(C)c2c1=O,2.0,-3.8
CCOC(=O)Cc1csc(NC(=O)Cn2cnc(-c3ccc(OC)cc3)cc2=O)n1,-9.3,3.2
Cc1cccc(OCC(=O)N2CCC(COc3ccc(C(=O)N4CCCC4)cc3)CC2)c1,5.0,-1.4

# Some of the entries above, set out differently:
# Below each compound: mHTT-CaM PPI inh, Pf apPOL inh
COc1ccccc1N1CCN(c2ncc3c(n2)CCN(Cc2cccc(C)c2)C3)CC1
→ 6.6, -4.2
O=C(O)c1nn(Cn2cccn2)cc1Cl
→ -6.2, .

# (continued)
SMILES,mHTT-CaM PPI inh,Pf apPOL inh
Cc1sc2ncn(/N=C/N(C)C)c(=O)c2c1-c1ccccc1,i,-6.1
Cc1ccc(S(=O)(=O)Nc2ccc(S(=O)(=O)Nc3cc(C)nc(C)n3)cc2)cc1,5.0,-4.1
C=CCN1C(=O)NC(=O)/C(=C/c2ccc(-c3ccc([N+](=O)[O-])cc3C)o2)C1=O,5.0,2.9
COc1ccc(NC(=O)N2CCC3(C2)C(=O)N(C)c2ccccc23)cc1 (configuration not stated),3.4,-3.2

# Not all compounds are listed, so the mix of outcomes need not match the whole.
